# Bioassay records: PubChem BioAssay, National Center for Advancing Translational Sciences (NCATS)
# Pf Dd2 inh: Plasmodium falciparum Dd2 growth inhibition; Potency, µM (doses to about 28.9 µM), without a hit: at the highest dose activity, negative = inhibition, most hits filed as inhibitors; AID 1347417; P. falciparum Dd2 growth, SYBR Green, 72 h; actives 4.3% (n = 120,000); active = well fitted inhibition curve with a large enough effect; inconclusive = small, poorly fitted or top-dose-only effect; inactive = no such curve, though single readings can be large or run the other way;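 also: plate controls were DMSO vehicle for no effect and reference drug for full effect; nearly all actives have a fitted effect of over 65% in size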
#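 Readout: SYBR Green fluorescence, 485 nm excitation, 535 nm emission, after ~16 h lysis at 37C. Before that, Dd2-infected red cells (2.5% hematocrit) grew 72 h with compound, 29 uM top final concentration.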
# * = called active by the depositor; i = inactive; u = inconclusive; [ ] = another dose, or the depositor's remark. Potency is read from the fitted curve at half-maximal effect. An excerpt (hit frequency here may not be typical).
# The first 5 records, ahead of the listing:
SMILES,Pf Dd2 inh
CCOC1CCOC2(CCN(C(=O)c3ccoc3)CC2)C1 (configuration not stated),17.9%
CCCNC(=O)C1CCN(c2cc(C)nc3c(-c4ccc(OC)c(OC)c4)c(C)nn23)CC1,i
COc1ccc(CCNC(=O)C2COc3ccccc3C2)cc1OC (configuration not stated),24.9%
COc1cc(C(=O)Nc2ccccc2-c2nc(-c3ccccc3)no2)cc(OC)c1OC,7.3%
Cc1cc(C)cc(NC(=O)CN2C(=O)c3ccccc3Sc3ccc(C(=O)N4CCCC4)cc32)c1,u

# This part in full, previewed entries included:
SMILES,Pf Dd2 inh
CCOC1CCOC2(CCN(C(=O)c3ccoc3)CC2)C1 (configuration not stated),17.9%
CCCNC(=O)C1CCN(c2cc(C)nc3c(-c4ccc(OC)c(OC)c4)c(C)nn23)CC1,i
COc1ccc(CCNC(=O)C2COc3ccccc3C2)cc1OC (configuration not stated),24.9%
COc1cc(C(=O)Nc2ccccc2-c2nc(-c3ccccc3)no2)cc(OC)c1OC,7.3%
Cc1cc(C)cc(NC(=O)CN2C(=O)c3ccccc3Sc3ccc(C(=O)N4CCCC4)cc32)c1,u
CCN1CC2(CCN(Cc3cnn(-c4ccc(F)cc4)c3)CC2)CC1=O,-10.4%
Cn1c(N2CCC3(CC2)OCCCC3O)nc2c1c(=O)[nH]c(=O)n2C (configuration not stated),-18.7%
O=C(NC1CC1)c1cc2n(n1)CCCN(C(=O)c1ccccc1-c1ccccc1)C2,-14.6%
CNCc1ccccc1F,-8.6%[76.6 µM]
Cc1cccc2c(C3CCN(S(=O)(=O)c4c(Cl)cccc4Cl)CC3)c[nH]c12,-19.3%
CCc1ccc(CNC(=O)CN2C(=O)c3cccnc3Oc3ccc(C)cc32)cc1,i
CNC(=O)NC[C@H]1CCN(Cc2ccncc2F)C[C@H]1N(C)C,26.6%
COCc1cc(=O)n(CC(=O)Nc2ccccc2C)c(N2CCOCC2)n1,i
COc1cccc(CN2Cc3nc(N(C)c4ccccc4)ccc3OCC2=O)c1,15.4%[44.1 µM]
CCOc1ccc(-c2nnc(SCC(=O)NCCc3ccccc3)nc2-c2ccc(OCC)cc2)cc1,u
Clc1ccccc1C1(c2ccnc(NCc3ccccn3)n2)CCNCC1,u
COc1ccc(CCNC(=O)c2nn(C)c3c2CSc2ccccc2-3)cc1OC,-1.3%
O=C(Nc1ccc(F)cc1)c1ccc2c(=O)n3c(nc2c1)CCCCC3,-22.7%
CCCCNC(=O)[C@H]1CCC[C@H]1NC(=O)c1ccncc1,24.1%
O=S(=O)(c1ccccc1)N1CCCC(Cc2noc(-c3cnccn3)n2)C1 (configuration not stated),i
Cc1nc(C)c(C(=O)N2CCC3(CC2)NC(=O)CC3C(=O)O)s1 (configuration not stated),-11.6%
COc1ccc(-c2cc([C@H]3CN4CC[C@H]3C[C@@H]4CNS(=O)(=O)c3ccc(NC(C)=O)cc3)n(C)n2)cc1,i
Cc1cc2nc3n(c(=O)c2n1CC(=O)N1CCN(c2ccccc2)CC1)CCCCC3,i
COc1cccc(-c2ccnc3c(-c4ccc(F)cc4)c(C)nn23)c1,3.3%
CN1C[C@H](NCc2nccn2C)CCC[C@@H](C(=O)NC2CCOCC2)CC1=O,-6.9%[44.1 µM]
O=c1c2nc(Nc3ccc(C(F)(F)F)cc3)ccc2ncn1Cc1ccccn1,u
CC1(COCC2CC2)COc2ccc(C(=O)N3CCOCC3c3cccc(F)c3)cc2N1 (configuration not stated),u
Cc1ncoc1C(=O)N1CCCCCCNC(=O)CC1,-12.8%
CC1(c2ccccc2)N(Cc2ccc(O)cc2)C(=O)OC12CCN(C(=O)c1cnccn1)CC2 (configuration not stated),i
COc1ccc(N2CC(NC(=O)c3ccc(OC(C)C)cc3)CC2=O)cc1 (configuration not stated),36.2%[activator]
CCC(C)NC(=O)Cn1c(=O)n(-c2ccc(Cl)cc2)c(=O)c2c3c(sc21)CCCC3 (configuration not stated),17.4%
CC(C)CNC(=O)c1ccc2c(c1)NC(C)(CNc1ccccc1)CO2 (configuration not stated),u
COc1ccc(C(=O)/C=C/c2cn(CC(O)CN(CC(C)C)CC(C)C)c3ccccc23)cc1 (configuration not stated),3.16µM*
CCN(CC)C(=O)c1cc2c(s1)CCC(C(=O)NCc1cccnc1)C2 (configuration not stated),27.5%
CC(=O)Nc1cccc(-c2cnc3n[nH]c(-c4sccc4C)c3n2)c1,i
Cc1nc(-c2ccccc2)n(Cc2cc(F)cc(F)c2)c(=O)c1CCO,u
O=C(NCc1ccccc1F)c1ccc2c(c1)CN(Cc1cc(F)c(F)c(F)c1)CCO2,u
CCc1nc2c(c(-c3ccc(OC)cc3)n1)CN([S+](=O)([O-])c1cccc(OC)c1)CC2,-23.9%
Cc1ccc(CNS(=O)(=O)c2cc3[nH]c(=O)c(=O)[nH]c3cc2C)cc1,i
CN1C(=O)CO[C@H](c2ccc(NC(=O)c3cccc(C#N)c3)cc2)[C@H]1CO,-2.6%[44.1 µM]

# 3 structures from above, ordered by heavy-atom count, largest number first:
SMILES,Pf Dd2 inh
CCc1nc2c(c(-c3ccc(OC)cc3)n1)CN([S+](=O)([O-])c1cccc(OC)c1)CC2,-23.9%
Cc1nc(-c2ccccc2)n(Cc2cc(F)cc(F)c2)c(=O)c1CCO,u
Cc1ccc(CNS(=O)(=O)c2cc3[nH]c(=O)c(=O)[nH]c3cc2C)cc1,i

# (further entries)
SMILES,Pf Dd2 inh
COc1ccc(C(=O)NCC(=O)N2CCCCCNC(=O)CC2c2ccccc2)cn1 (configuration not stated),13.9%
COc1cccc(F)c1C(=O)N1CC(=O)N(c2ccc(Cl)cc2)CC1C (configuration not stated),2.8%
COc1ccc(CCn2cc3c(c2-c2ccccc2Br)c(=O)n(C)c(=O)n3C)cc1OC,u
CCN1CCN(Cc2c(O)ccc3c(C)c(-c4ccccc4)c(=O)oc23)CC1,u
COc1cc(NC(=O)CCc2c(C)nc3cc(-c4ccccc4)nn3c2C)cc(OC)c1OC,u
Cc1ccc(C2=NC3(CCN(C(=O)c4ccc(N(C)C)cc4)CC3)ON2)cc1,i
Cc1cc(C)cc(OCCn2c(CCNC(=O)C3CCCCC3)nc3ccccc32)c1,9.6%
Cc1ccc(C(=O)N[C@H]2CO[C@H]3[C@@H]2OC[C@@H]3Nc2nccc(-c3ccc(-c4ccccc4)cc3)n2)cc1,u
COc1cc(OC)cc(-n2c(=O)c3ccccc3n(CC(=O)NCCc3ccc(OC)c(OC)c3)c2=O)c1,-9.9%
COc1ccc2c(C)c(C(=O)N(C)Cc3csc(C(C)C)n3)oc2c1,-9.4%
CCCCn1nc(CCOC)nc1-c1ccc(C(=O)N2CCOCC2)cc1,-9.5%
CC(C)Oc1cccc(-c2n[nH]c3c2CC(=O)N(CCOc2ccccc2)C3)c1,8.91µM*
Cc1cccc(-n2c(C)cc(C(=O)C(=O)Nc3nncs3)c2C)c1,-6.0%
Cc1cc(C)c2c(CC(=O)Nc3c(C(=O)Nc4ccc(Cl)cc4)oc4ccccc34)coc2c1,u
Cn1cc(CC(=O)N2CCCc3ncc(C(=O)NCC4CCCO4)cc32)c2ccccc21 (configuration not stated),u
COc1ccc(CC(=O)N2[C@@H]3CC[C@H]2CC(NC(=O)c2cnc(C)cn2)C3)cc1Cl (some centres not stated),-8.1%
Cc1nc2nc(CNC(=O)OC(C)(C)C)nn2c(C)c1CCC(=O)NCc1ccc(F)cc1,-8.5%
CC(=O)NCC(=O)N1C[C@@H](COCC2CC2)[C@H](c2ccncc2)C1,46.5%[activator]
CN(C)c1ccc(C(=O)N[C@H]2C[C@@H](c3nc(-c4ccc5c(c4)OCO5)no3)N(C)C2)cc1,i
CN1c2cc(C(=O)Nc3ccc(Cl)c(Cl)c3)ccc2C(=O)N2CCCCC21 (configuration not stated),u

# Of the compounds above, three contain a thiophene ring, fused or not:
SMILES,Pf Dd2 inh
CCC(C)NC(=O)Cn1c(=O)n(-c2ccc(Cl)cc2)c(=O)c2c3c(sc21)CCCC3 (configuration not stated),17.4%
CCN(CC)C(=O)c1cc2c(s1)CCC(C(=O)NCc1cccnc1)C2 (configuration not stated),27.5%
CC(=O)Nc1cccc(-c2cnc3n[nH]c(-c4sccc4C)c3n2)c1,i

# Other compounds
SMILES,Pf Dd2 inh
Cc1cc(C(=O)N2CCCC(Cc3noc(-c4cnccn4)n3)C2)n[nH]1 (configuration not stated),i
Cc1ccc2nc(CN3CCN(C(=O)Nc4cccc(C)c4C)CC3)oc2c1,23.3%
CCC(=O)N1CCC(c2ncc(C)n2Cc2ccccc2)C1 (configuration not stated),i
CCc1nnc(CN2CCC(N3CCCC(C(=O)NCc4ccccn4)C3)CC2)o1 (configuration not stated),-7.6%
CSc1ccc(NC2=N[C@H]3[C@@H](O)[C@H](O)C[C@H](C(=O)NCCN4CCOCC4)[C@H]3S2)cc1,25.3%
COc1ccc(OC)c(-n2cnc3cc(C(=O)NC4CCCCCC4)ccc32)c1,u
Cc1cccc(CNC(=O)c2cc(NC(=O)C(C)C)cc3nc(C)ccc23)c1,u
Cc1ccc(S(=O)(=O)N2CCC(n3cnnc3C(C)C)CC2)c(C)c1,u
Cc1cc(C)n(CCC(=O)NCC2CCN(c3cc(-c4ccc(F)cc4)[nH]n3)CC2)n1,i
CCCCc1ccc(NC(=O)CSc2nc(=O)[nH]c3c2CCCC3)cc1,i
O=C1[C@@H]2C[C@@H](CN2C2CCOCC2)Oc2ccccc2N1Cc1ccccn1,-15.5%[44.1 µM]
CC(=O)NC[C@H]1CCN(C(=O)NCc2ccc(F)cc2)C[C@H]1N(C)C,26.2%
Cc1ccc(-n2cc(CN3CCCCC3C(N)=O)c(-c3cccc(C)c3)n2)cc1 (configuration not stated),11.2µM*
CC1CCN(CCNC(=O)c2cc3cn(C(C)C)cc3s2)CC1,u
O=C(Cc1ccc(Cl)cc1)N[C@H]1[C@H](O)[C@H](O)C[C@@H]1c1cccnc1,9.9%[44.1 µM]
Cc1n[nH]c(C)c1CNC(=O)C12CCCC=C1N(C1CCCC1)C(=O)CC2 (configuration not stated),i
O=C(O)C[C@@H]1CCN(C(=O)Cc2ccccc2)C[C@@H]1CCN1CCC[C@H]1C(=O)O,12.0%[44.1 µM]
COc1ccc(NC(=O)Nc2cccn3nc(C)nc23)cc1,u
COc1ccc(C(=O)N2CCC(N3CCNC3=O)CC2)cc1,3.8%[44.1 µM]
COc1ncccc1CNC[C@H]1O[C@@H]2C[C@@H](CC(=O)N3CCC(F)(F)C3)O[C@@H]2[C@@H]1O,33.4%[activator][44.1 µM]
Cc1ccc2c(c1)N(C(=O)N1CCC(C(=O)Nc3cccc(F)c3)CC1)CCO2,u
O=C1NCCN2CC3(CCN(S(=O)(=O)Cc4ccccc4F)CC3)CC12 (configuration not stated),-14.8%
COCCOC1CCN(C(=O)c2sc(C)nc2C)CC1,17.3%
Cc1nc2ncccn2c1C(=O)N[C@@H]1CCOC[C@H]1Oc1ccccn1,-4.0%
CC1(C)[C@H](Cc2cc(CO)on2)C[C@@H]1NC(=O)c1cccnc1,15.1%[44.1 µM]
O=C(NCc1ccon1)C1CCCN(C2CCN(c3nc4ccccc4o3)CC2)C1 (configuration not stated),-8.7%
COc1cccc(CC(=O)NCC2Cn3cccc3C(=O)N2C)c1 (configuration not stated),1.1%
COc1ccc(-c2cc3c(=O)n(CCNC(=O)c4ccc(OC)cc4OC)ccn3n2)cc1,u
O=C(Cn1nc2c(cc1=O)CCCC2)N1CCN(c2ccc(C(F)(F)F)cn2)CC1,6.5%
Cc1cc(CNC(=O)c2cc(-c3ccccc3)cc3c2OCCN3C)no1,i
CCCn1c(CCC(=O)Nc2cccc(CC)c2)nc2cccnc21,-7.5%
O=S(=O)(c1cc(F)cc(F)c1)N1CCCC1c1nncn1Cc1ccncc1 (configuration not stated),0.8%
COc1ccc(-c2csc(-c3nc(-c4ccc(Br)s4)cs3)n2)cc1F,31.3%[activator][0.594 µM]
CN(C)Cc1nnc(C2CC(NC(=O)C3(C#N)CCOCC3)C2)n1C (configuration not stated),-0.5%
COCCN1CC(CO)C2(CCN(C(=O)Cc3ccccc3C)CC2)C1 (configuration not stated),5.0%
Cc1cnc(C(=O)N[C@@H]2CCC[C@@H]2C(=O)N2CCCCC2)cn1,-13.3%
CC1=C[C@@H](CNC(=O)c2cnccn2)[C@H](C(C)C)C[C@H]1CC(=O)NCCN1CCOCC1,u
CCCn1c(C)cnc1CC1CCN(S(=O)(=O)CCC)CC1,i
Cc1ccc2c(C)c(C(=O)N3C[C@@H](NS(C)(=O)=O)[C@H](C(C)C)C3)oc2c1,u
Cn1c(=O)[nH]c(=O)c2c1nc1n(CCO)c(-c3ccccc3)cn21,26.0%
CCN(CC)c1ccc(NC(=O)Cn2ncc3c(C)n(Cc4ccccc4F)c(C)c3c2=O)c(C)c1,-11.9%
CN1C(C(=O)Nc2ccc(OC(F)(F)F)cc2)=CC(c2cccs2)=NS1(=O)=O,-8.8%
CCN(Cc1ccccc1)C(=O)C1CCCN(C2CCN(C(=O)C3CC3)CC2)C1 (configuration not stated),u
CCNC(=O)N[C@@H]1C=C[C@@H](c2c(C)nn(-c3ccc(OC)cc3)c2C)C1,10µM*
Cc1c(C(=O)NCc2cccc(Cl)c2)sc2nc[nH]c(=O)c12,6.6%
NC(=O)c1cccnc1N1CCC(Oc2ccc(Cl)cc2)(C(=O)O)CC1,-2.1%
COc1cccc(CNC(=O)CCNc2cnc3cnccn23)c1,i
O=C(Nc1ccc(F)cc1F)c1cnn(-c2ccc(F)cc2)c1-n1cccc1,24.7%
COc1cccc2cc(C(=O)Nc3ccc(CC(=O)O)cc3)c(=O)oc12,26.1%
OCC1CN(c2ncccn2)CC12CCN(Cc1cccc(Cl)c1F)CC2 (configuration not stated),u
O=C1CC(c2ccccc2)N(Cc2ccncc2)CCCN(C(=O)C2(c3ccccc3)CC2)CCN1 (configuration not stated),u
CCC1(N2CCN(C(=O)C3COc4ccccc4O3)CC2)CCN(C(=O)NC)C1 (configuration not stated),-4.5%
OC(CNc1nccc(-c2cccnc2)n1)COc1ccc(Cl)cc1 (configuration not stated),14.1µM*
